Source: PubChem (National Center for Advancing Translational Sciences (NCATS))
D2 potentiator – positively modulates the human D2 dopamine receptor allosterically. P14416. HEK293 T-REx D2, calcium flux, EC20 dopamine potentiation. potentiation, % at 10 µM. 340,000 tested, 0.34% active. AID 485347;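 active means potentiation over 3 SD above the plate norm, cut at about 30% in these data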; further: 0% is about no effect
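Calcium flux readout, no-wash dye, 1 read/s. Inducible HEK293 Trex D2 line, overnight 30 C. Compound alone 180 s (agonist flags), then EC20 dopamine, another 180 s to score potentiation.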
RXFP1 antag – blocks the human relaxin receptor RXFP1 | HEK293-RXFP1, relaxin-stimulated cAMP HTRF, 30 min; active compounds read low | activity change, negative = inhibition, % at 57.5 µM | 350,000 tested, 0.59% active;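 active means activity change of -60% or lower, but not beyond a set lower limit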; further: on the % scale 0 is the no-effect control and ±100 the full control effect
D2 agonist – activates the human D2 dopamine receptor; P14416; HEK293 T-REx D2 cells, calcium flux agonist mode; activation, % at 2 µM; 340,000 tested, 0.53% active;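 active means activation over 3 SD above normal in the single-dose calcium agonist read, cut at about 30% in these data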; further: 0% is about no effect
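In this primary screen, compounds producing a positive calcium signal within 180 s of addition to tetracycline-induced, force-coupled HEK293 Trex D2 cells are flagged; cells are dye-loaded with a no-wash calcium kit beforehand.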
D1 antagonist – blocks dopamine activation of the human D1 receptor; AID 504652; 360,000 tested, 3.2% active; activity change, negative = inhibition, % at 10 µM; HEK293 TREx D1 cells, calcium flux, dopamine EC80; active compounds read low; P21728; in the data active means activity change below about -30%; further: on the % scale 0 is the no-effect control and ±100 the full control effect
Target sequence (P21728 whole entry, looked up): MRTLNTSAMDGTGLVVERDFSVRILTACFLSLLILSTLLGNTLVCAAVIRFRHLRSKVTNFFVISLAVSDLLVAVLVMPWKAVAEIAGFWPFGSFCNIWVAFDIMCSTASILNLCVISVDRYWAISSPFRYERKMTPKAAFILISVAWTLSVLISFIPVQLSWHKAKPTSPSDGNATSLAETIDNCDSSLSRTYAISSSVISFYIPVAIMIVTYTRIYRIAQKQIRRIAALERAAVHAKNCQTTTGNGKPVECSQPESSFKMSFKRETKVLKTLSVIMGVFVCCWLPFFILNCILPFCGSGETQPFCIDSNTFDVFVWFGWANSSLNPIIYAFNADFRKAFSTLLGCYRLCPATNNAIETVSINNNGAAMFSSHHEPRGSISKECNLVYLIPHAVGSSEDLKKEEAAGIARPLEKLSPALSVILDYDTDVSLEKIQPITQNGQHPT
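Tetracycline-induced HEK293 T-REx cells with force-coupled D1 receptor were loaded with a no-wash calcium dye. Compound was added after a 10 s baseline and read kinetically for 180 s; EC80 dopamine was then added and calcium flux followed another 180 s.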
TRHR ag – activates the human TRH receptor; P34981; TRHR cells, calcium flux fluo-8, FDSS agonist mode; activation, % at 2 µM; AID 493084; 360,000 tested, 0.18% active; further: 0% is about no effect
Target sequence (P34981 whole entry, looked up): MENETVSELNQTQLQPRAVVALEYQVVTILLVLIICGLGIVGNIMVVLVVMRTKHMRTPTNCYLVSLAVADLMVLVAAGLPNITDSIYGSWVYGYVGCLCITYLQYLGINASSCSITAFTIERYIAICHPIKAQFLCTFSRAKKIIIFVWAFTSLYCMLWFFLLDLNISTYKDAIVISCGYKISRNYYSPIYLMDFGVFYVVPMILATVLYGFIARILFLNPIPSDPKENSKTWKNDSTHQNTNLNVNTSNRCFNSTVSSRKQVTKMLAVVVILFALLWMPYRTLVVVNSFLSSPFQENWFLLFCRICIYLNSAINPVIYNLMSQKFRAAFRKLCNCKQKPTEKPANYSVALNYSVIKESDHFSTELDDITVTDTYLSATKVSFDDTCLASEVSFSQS
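Fluo-8-loaded TRHR cells; 10 s baseline, compound added, kinetic Ca2+ fluorescence read 1/s, agonist mode.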
D1 agonist – activates the human D1 dopamine receptor. activation, % at 2 µM. 360,000 tested, 1% active. AID 504660. P21728. HEK293 T-REx D1 cells, calcium flux, agonist mode; further: 0% is about no effect
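Inducible HEK293 T-REx D1 cells, force-coupled to calcium signalling, were plated at 4000 cells/well with tetracycline and held overnight at 30 C. After no-wash calcium dye loading, compound-evoked calcium rise over 180 s flagged agonists.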
D1 PAM – enhances dopamine response at the human D1 receptor | P21728 | HEK293 TREx D1 cells, calcium flux, dopamine EC20 potentiation | potentiation, % at 10 µM | 360,000 tested, 0.036% active; in the data active means potentiation above about 30%; further: 0% is about no effect
D2 antag – antagonizes the human D2 dopamine receptor; HEK293 TREx D2 cells, calcium flux, dopamine EC80; inhibition, % at 10 µM; 340,000 tested, 2% active; in the data active means inhibition above about 30%; further: 0% is about no effect
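Tetracycline-induced HEK293 TREx cells expressing D2 receptor forced-coupled to calcium signalling, loaded with no-wash calcium dye. Compounds added and calcium flux read 180 s, then dopamine added at EC80 and read a further 180 s.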
TRHR PAM – allosterically enhances the human TRH receptor; TRHR cells, fluo-8 calcium fluorescence, EC20 TRH enhancement; enhancement, % at 2 µM; 360,000 tested, 0.66% active; in the data active means enhancement above about 30%; further: 0% is about no effect
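TRHR-expressing cells loaded with fluo-8 calcium dye were read kinetically (ex 480/em 530) during compound addition, then stimulated with an EC20 of TRH (10 nM final). Enhancement of the Gq-mediated intracellular calcium response was scored.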
An asterisk follows results filed as active; / = no result given; & = joins results of further samples. Unless noted, no stated cut-off is given here; in the data, active means activation above about 30%; inactive means the rest.

Start of the listing, in advance:
nr | SMILES | TRHR PAM | D2 antag | D2 agonist | D1 PAM | TRHR ag | RXFP1 antag | D1 antagonist | D2 potentiator | D1 agonist
1 | CC1=NNC(=O)/C1=C\c1cn(-c2ccccc2)nc1-c1ccccc1 | 0 | 1 | -1.0 | -16 | -1.5 | -73* | -1 | -3 | 5
2 | Cc1ccc(Cl)cc1N1CCN(C(=O)c2ccc3c(c2)CCN3S(C)(=O)=O)CC1 | 10 | -16 | 0.2 | -7 | -0.9 | / | 14 | 7 | 0

The listing, from the start:
nr | SMILES | TRHR PAM | D2 antag | D2 agonist | D1 PAM | TRHR ag | RXFP1 antag | D1 antagonist | D2 potentiator | D1 agonist
1 | CC1=NNC(=O)/C1=C\c1cn(-c2ccccc2)nc1-c1ccccc1 | 0 | 1 | -1.0 | -16 | -1.5 | -73* | -1 | -3 | 5
2 | Cc1ccc(Cl)cc1N1CCN(C(=O)c2ccc3c(c2)CCN3S(C)(=O)=O)CC1 | 10 | -16 | 0.2 | -7 | -0.9 | / | 14 | 7 | 0
3 | CC(C)c1nc(C(=O)N2CCCC(CCC(=O)N(C)CCc3ccccn3)C2)cs1 (configuration not stated) | -1 | -2 | -0.2 | 2 | 0.1 | -6 | 1 | -4 | 4
4 | CC(=O)Nc1ccc(NC(=O)C(C)OC(=O)C2CC(=O)N(CCc3ccccc3)C2)cc1 (configuration not stated) | -4 | 0 | 1.0 | 3 | 1.0 | -9 | 7 | 9 | 5
5 | Cc1ccc(S(=O)(=O)N2CCN(C(=O)CN3CCOCC3)C2)cc1 | 5 | 4 | 0.0 | 4 | 0.3 | -7 | 3 | 12 | 0
6 | Cc1csc(NC(=O)c2ccc3c(=O)n4c(nc3c2)CCCCC4)n1 | 6 | 12 | 0.4 | 0 | -0.3 | 1 | -3 | 0 | 0
7 | O=C(O)C1CCCCC1C(=O)NCCc1ccc(F)cc1 (configuration not stated) | -5 | -8 | 0.3 | -5 | 0.8 | 4 | 2 | 4 | 1
8 | Cn1nnc2c(N3CCCCC3)ncnc21 | 5 | / | -0.3 | -2 | 0.3 | -12 | / | 22 | -3
9 | CC(C)(CNC(=O)c1ccc(Br)o1)CNC(=O)c1ccc(Br)o1 | 1 | -9 | -1.2 | -2 | -0.2 | -7 | 8 | 8 | 0
10 | COC(=O)NC1(C(=O)O)CCCC1 | 14 | 0 | 0.7 | 2 | 0.9 | 5 | -14 | 3 | 2
11 | C/C(=C1/SC(N2CCOCC2)=NC1=O)c1ccc(Br)cc1 | 2 | -9 | -2.2 | -3 | -0.3 | 1 | -7 | -7 | 1
12 | Nc1nonc1C(=O)NCCNCc1cc(Br)ccc1OCc1ccccc1F | 2 | 15 | -0.4 | -8 | 0.0 | -13 | -10 | -19 | 31*
13 | CCN1CCN(c2nc(Nc3cc(OC)ccc3OC)nc(Nc3cc(OC)ccc3OC)n2)CC1 | 4 | -11 | -0.5 | 7 | -0.6 | -6 | 14 | 10 | 2
14 | C/C(=N\NC(=O)Cc1ccc([N+](=O)[O-])cc1)c1cccnc1 | -4 | -7 | -0.6 | -11 | 0.5 | 5 | -1 | -10 | 0
15 | COc1cc(Cl)c(C)cc1NC(=O)C1CCCN(c2ncnc3onc(-c4ccc(F)cc4)c23)C1 (configuration not stated) | 8 | / | -0.6 | 1 | -0.9 | -12 | -8 | -8 | 2
16 | O=C(NN=C1CCCC1)c1cc(-c2ccc(F)cc2)nc2ccccc12 | 4 | -2 | 1.2 | 1 | 1.8 | -29 | 3 | -2 | 1
17 | O=S(=O)(c1ccc2oc3ccc(S(=O)(=O)N4CCCCC4)cc3c2c1)N1CCCCC1 | 3 | / | / | 2 | -0.1 | 1 | 8 | -7 | 2
18 | CSc1ccc(CCNC(=O)Cn2ccc3cc(S(=O)(=O)N4CCCCCC4)ccc32)cc1 | 1 | / | 1.1 | -2 | 0.5 | -13 | 0 | -2 | 2
19 | O=C(CCc1nc2ccccc2[nH]1)N1CCN(C(=O)c2ccco2)CC1 | 3 | 8 | -0.9 | -5 | 0.0 | -2 | -13 | 2 | 0
20 | CCc1nc2ccccc2c(C(=O)OCC(=O)Nc2cccc(S(=O)(=O)N3CCOCC3)c2)c1C | -1 | -3 | 0.1 | -2 | 0.6 | -21 | 3 | 13 | 3
21 | CN(C)CC1CCCCC1OC(=O)c1ccc(Cl)cc1Cl (configuration not stated) | 2 | -5 | 0.0 | -6 | 1.6 | -7 | -1 | -8 | 12
22 | Nc1cc2sc(-c3ccc(C(=O)O)cc3)nc2cc1Cl | 2 | 9 | 1.6 | 0 | 2.0 | 34 | 4 | 14 | -1
23 | COCCCn1c(=O)c2ccccc2n(CC(=O)NCCC2=CCCCC2)c1=O | 26 | -40 | -1.1 | -9 | -0.5 | -1 | -15 | -2 | -1
24 | Cc1ccc(N(CC(=O)N/N=C/c2cccnc2)S(=O)(=O)c2ccccc2)cc1 | -14 | -8 | -1.7 | 0 | -1.5 | 1 | 8 | 29 | 1
25 | NC(=O)c1cc(S(=O)(=O)N2CCCC2)ccc1OCCOc1ccccc1F | -4 | -5 | 0.8 | -4 | -0.4 | -4 | -1 | 18 | 0

Retrieved by compound from above (3):
nr | SMILES | TRHR PAM | D2 antag | D2 agonist | D1 PAM | TRHR ag | RXFP1 antag | D1 antagonist | D2 potentiator | D1 agonist
7 | O=C(O)C1CCCCC1C(=O)NCCc1ccc(F)cc1 (configuration not stated) | -5 | -8 | 0.3 | -5 | 0.8 | 4 | 2 | 4 | 1
13 | CCN1CCN(c2nc(Nc3cc(OC)ccc3OC)nc(Nc3cc(OC)ccc3OC)n2)CC1 | 4 | -11 | -0.5 | 7 | -0.6 | -6 | 14 | 10 | 2
4 | CC(=O)Nc1ccc(NC(=O)C(C)OC(=O)C2CC(=O)N(CCc3ccccc3)C2)cc1 (configuration not stated) | -4 | 0 | 1.0 | 3 | 1.0 | -9 | 7 | 9 | 5

Carrying on.
nr | SMILES | TRHR PAM | D2 antag | D2 agonist | D1 PAM | TRHR ag | RXFP1 antag | D1 antagonist | D2 potentiator | D1 agonist
26 | CCOc1ccc(NS(=O)(=O)c2ccc(C(=O)N3CC(C)OC(C)C3)cc2)cc1 (configuration not stated) | 4 | -1 | 11 | -10 | 15 | -12 | -59* | 11 | 113*
27 | COc1cccc(CNC(=O)c2ccccc2NC(=O)C2=C(C)OCCS2)c1OC | -3 | 5 | 1.2 | 1 | 0.5 | 10 | -9 | 0 | 1
28 | O=C(CCCC(=O)c1ccc(O)cc1)c1ccc(O)cc1 | 0 | 0 | -1.0 | -7 | 0.0 | / | 0 | 5 | 2
29 | CCN(CC)CCCSc1nc2ccccc2s1 | 2 | 5 | -0.5 | -2 | 0.3 | -12 | -1 | -29 | 5
30 | CCN(CC)S(=O)(=O)c1ccc2c(c1)c(=O)c(C(=O)N1CCN(c3cc(C)ccc3C)CC1)cn2C | -16 | / | -0.3 | -1 | -1.2 | / | -3 | -10 | -1
31 | CC(=O)c1cc(CN2CCN(CCc3ccccc3)C(CCO)C2)cs1 (configuration not stated) | 1 | -16 | -1.5 | 0 | 2.1 | -5 | 6 | 2 | 3
32 | Cc1cccc(C)c1NC(=O)N1CCC(C(N)=O)(N2CCCCC2)CC1 | 2 | / | -0.4 | -1 | 0.7 | 3 | 2 | -5 | 0
33 | Cc1cc(C(=O)O)c(CCCN)s1 | -4 | -2 | 0.3 | -7 | 1.2 | -14 | -6 | 2 | 1
34 | OCC(O)C1OC(Nc2ccc(Br)cc2)C(O)C1O (configuration not stated) | -3 | 6 | 0.9 | -2 | 0.8 | -4 | 6 | 3 | 4
35 | CN(/C=C1/C(=O)CNC1=O)CCO | -1 | -8 | -1.4 | -4 | -0.5 | -4 | 22 | 7 | 3
36 | CCN(C(=O)CN1CCN(c2ccc(OC)cc2)CC1)c1c(N)n(Cc2ccccc2)c(=O)[nH]c1=O | 8 | -5 | 1.3 | -5 | 0.9 | 3 | 2 | -3 | 3
37 | Cc1c(C(=O)N2CCc3ccccc3C2)oc2ccc(S(=O)(=O)N3CC(C)CC(C)C3)cc12 (configuration not stated) | 0 | -12 | -0.1 | -4 | 1.3 | -9 | -15 | -6 | 3
38 | COC(=O)c1ccccc1NC(=O)CC(=O)Nc1ccccc1C(=O)OC | -5 | 7 | 0.1 | -5 | -0.3 | 12 | 0 | 8 | 4
39 | Cc1c(Cc2c(C)n(C)n(-c3ccccc3)c2=O)c(=O)n(-c2ccccc2)n1C | 6 | -9 | 1.3 | 3 | 1.7 | 19 | 5 | -9 | 1
40 | CC(C)(C)c1ccc(/C=C/C(=O)Nc2ccc(S(N)(=O)=O)cc2)cc1 | 8 | / | -2.4 | -2 | -1.1 | / | -14 | 14 | 33*
41 | Cc1ccc(CCNC(=O)CS(=O)Cc2nc(-c3ccccc3Cl)oc2C)cc1 (configuration not stated) | -6&1 | -11 | -0.7&-0.4 | -3&5 | 1.3&0.4 | -3&-25 | -4&-2 | -1&-12 | 8&1
42 | Clc1ccccc1OCCn1ccnc1 | 6 | -15 | -0.1 | -5 | -0.1 | 6 | 11 | 11 | 1
43 | COc1ccc(-c2nn3c(-c4ccccn4)nnc3s2)cc1OC | 14 | -9 | 0.0 | -4 | 0.3 | 7 | -1 | 5 | -1
44 | Cc1ccc(OCC(=O)c2cc(C)n(C3CC3)c2C)c([N+](=O)[O-])n1 | -3 | -9 | -0.8 | -3 | -0.6 | -15 | 6 | -4 | 1
45 | CCCOc1cc(C)c(S(=O)(=O)N2CCN(C)CC2)cc1C | 18 | 28 | 2.1 | -8 | -0.6 | -9 | -20 | / | 5
46 | Cc1cc(NC(=O)/C=C/c2ccccc2Cl)no1 | -1 | -6 | 0.3 | 6 | 0.1 | 3 | 9 | -6 | 1
47 | COc1ccc(CN2CCN(C(=O)c3cccnc3)CC2)cc1Br | -3 | -10 | -0.2 | -5 | -0.2 | -17 | -34* | -18 | 1
48 | CCOC(=O)c1c(C)[nH]c(C(=O)CN2C(=O)NC(C)(C)C2=O)c1C | 1 | -1 | 0.5 | -4 | -0.1 | -2 | 6 | -2 | 1
49 | CC(C)OCCCNCC(O)c1ccccc1 (configuration not stated) | 0 | 7 | -0.9 | 3 | -0.2 | -1 | 4 | 1 | 4
50 | CC(=O)c1ccc(NC(=O)N2C3CCC2CC(O)(c2cccnc2)C3)cc1 (configuration not stated) | 0 | 9 | 0.0 | -9 | -0.2 | -6 | -10 | -1 | 4
51 | CNc1nc(-c2ccc3c(c2)CCN3C(=O)c2ccc(F)cc2)cs1 | -2 | 12 | 1.9 | -10 | -0.1 | -6 | -38* | -11 | 9
52 | Cn1c(SCC(=O)Nc2cccc(NC(=O)c3cccs3)c2)nnc1-c1ccncc1 | 0 | -15 | -1.4 | -2 | -1.2 | 1 | 15 | 2 | 0
53 | O=C(CSc1ccc(-c2cccc([N+](=O)[O-])c2)nn1)NC1CCCC1 | 1 | 22 | 0.9 | -4 | -0.3 | -15 | -3 | 0 | 1
54 | Cc1ccc(OC(C)C(=O)N2CCN(CCc3ccncc3)CC2)cc1C (configuration not stated) | 1 | / | 2.0 | -1 | -1.4 | / | -12 | 5 | 2
